Screens (PubChem)
SMARCA2 act = SMARCA2 function activation, primary screen | MG213 cells, MMTV-luciferase reporter, dexamethasone, overnight | activation, % at 9.1 µM | 370,000 compounds, 1% hits | AID 652017; in the data active = activation above about 7.8%;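 note: 0% = vehicle wells and 100% = reference activator wells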
DAX1 inh-1 = DAX1 (NR0B1) inhibition, primary screen | inhibition, % at 6.8 µM | HEK293T StAR-luciferase reporter, SF-1/DAX-1 repression relief | AID 652010 | 370,000 compounds, 1.1% hits;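 active = inhibition above the mean over all tested compounds plus 3 SD, cut at about 3.6% in these data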;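 note: 0% = DAX-1 cells with DMSO and 100% = cells lacking DAX-1 with DMSO; higher inhibition means more luminescence from relief of DAX-1 repression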
hcDAF12 agonist = activators of H. contortus DAF-12 nuclear receptor | AID 652067 | HEK293 hcDAF-12 lit1-tk-luc reporter, luminescence; 0% DMSO, 100% Δ7-dafachronic acid | 370,000 compounds, 1.4% hits | activation, % at 6.8 µM;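 active = activation above the mean of all tested compounds plus 3 SD, cut at about 5.5% in these data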;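 note: 100% = response to 3 µM Δ7-dafachronic acid high control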
GC-B act = GC-B (human) receptor activation. P20594. HEK293-GC-B cells, CNP EC30, cGMP TR-FRET; 0% at EC30 CNP, 100% saturating CNP. activation, % at 10 µM. 370,000 compounds, 0.11% hits. AID 1920062;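 active = activation at 10 µM reaching about 35% in either raw or pattern-adjusted values, limit read from the data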
Target sequence (P20594 whole entry, looked up): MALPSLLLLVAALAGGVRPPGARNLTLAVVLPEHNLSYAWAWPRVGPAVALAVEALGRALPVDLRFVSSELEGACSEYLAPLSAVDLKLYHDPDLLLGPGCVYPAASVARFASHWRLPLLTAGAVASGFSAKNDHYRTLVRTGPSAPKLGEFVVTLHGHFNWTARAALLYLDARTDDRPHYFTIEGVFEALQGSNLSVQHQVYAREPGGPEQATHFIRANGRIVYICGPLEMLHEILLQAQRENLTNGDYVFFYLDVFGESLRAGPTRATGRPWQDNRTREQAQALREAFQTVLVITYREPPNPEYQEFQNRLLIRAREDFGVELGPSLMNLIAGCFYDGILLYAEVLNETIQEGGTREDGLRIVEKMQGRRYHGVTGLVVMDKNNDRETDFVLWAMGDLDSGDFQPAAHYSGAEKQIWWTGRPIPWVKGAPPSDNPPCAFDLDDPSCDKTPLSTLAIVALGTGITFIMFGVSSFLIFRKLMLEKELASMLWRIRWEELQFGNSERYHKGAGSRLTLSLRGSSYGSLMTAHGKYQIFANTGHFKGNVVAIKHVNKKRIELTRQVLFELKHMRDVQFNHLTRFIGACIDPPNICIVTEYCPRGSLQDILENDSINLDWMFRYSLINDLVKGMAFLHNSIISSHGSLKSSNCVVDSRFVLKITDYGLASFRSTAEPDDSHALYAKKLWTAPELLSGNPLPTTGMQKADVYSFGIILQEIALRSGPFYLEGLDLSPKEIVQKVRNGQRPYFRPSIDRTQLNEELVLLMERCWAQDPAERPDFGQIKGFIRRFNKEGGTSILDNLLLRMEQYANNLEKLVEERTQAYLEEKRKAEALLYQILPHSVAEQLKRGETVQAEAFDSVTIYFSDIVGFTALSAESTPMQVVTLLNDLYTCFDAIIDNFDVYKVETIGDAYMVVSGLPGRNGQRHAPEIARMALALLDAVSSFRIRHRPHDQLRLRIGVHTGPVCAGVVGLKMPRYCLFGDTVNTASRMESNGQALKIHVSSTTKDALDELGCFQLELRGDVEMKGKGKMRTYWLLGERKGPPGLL
ssDAF-12 act = activators of S. stercoralis DAF-12 nuclear receptor; HEK293 ssDAF-12/GRIP1 lit1-tk-luc reporter, luminescence; % of 3 µM dafachronic acid response; activation, % at 6.8 µM; 370,000 compounds, 1% hits; AID 652126;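 active = activation above the mean over all tested compounds plus 3 SD, cut at about 0.9% in these data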;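 note: 0% = DMSO-only wells and 100% = 3 µM delta7-dafachronic acid wells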
DAX1 inh-2 = inhibitors of human orphan nuclear receptor DAX1 (NR0B1) | HEK293 Gal4-DAX1 luciferase reporter, luminescence | inhibition, % at 6.75 µM | 340,000 compounds, 0.99% hits | AID 504766;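 active = inhibition above the mean over all tested compounds plus 3 SD, cut at about 4.2% in these data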;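 note: 0% = DAX1-transfected cells with DMSO and 100% = empty-vector control cells with DMSO; inhibition shows as a rise in luminescence from relieved DAX1 repression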
GC-A act = GC-A (human) enzyme activation; P16066; HEK293 GC-A cells, cGMP TR-FRET, EC30 ANP; 0% at EC30 ANP, 100% saturating ANP; activation, % at 10 µM; 370,000 compounds, 0.14% hits; AID 1671463; in the data active = activation above about 40%
GAA850 FXN act = frataxin GAA850 promoter activation; activation, % at 6 µM; 360,000 compounds, 0.56% hits; HEK293 lucGAA850 FXN promoter luciferase reporter, 24 h; percent of 10 µM SAHA response; AID 540364;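 active = activation above the average of all compounds screened plus 3 SD, cutoff fixed separately per campaign, cut at about 7.5% in these data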;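 note: 0% = DMSO wells and 100% = 10 µM SAHA wells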
ADAM10 inh = inhibits human ADAM10. O14672. recombinant ADAM10, EDANS/DABCYL FRET peptide cleavage, 3 h. inhibition, % at 7 µM. 370,000 compounds, 0.62% hits;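 active = inhibition above a per-campaign cutoff equal to the mean of compounds falling between control-based bounds plus 3 SD, cut at about 20% in these data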;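 note: 0% = DMSO wells while the 100% control is not disclosed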
HGIII-sPLA2 inh = Blocks human group III sPLA2 activity. QFRET BODIPY PC-A2 liposome hydrolysis, fluorescence. 370,000 compounds, 0.56% hits. inhibition, % at 12.2 µM. Q9NZ20. AID 743126;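 active = inhibition above mean plus 3 SD of compounds lying within the high and low control bounds, cut at about 19% in these data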;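 note: 0% = median of test compound wells and 100% = no enzyme DMSO wells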
hgDAF12 agonist = hgDAF-12 agonism, primary luciferase screen; HEK293 GAL4-hgDAF12 UAS-luciferase reporter, agonist luminescence; normalized to butyrate control; activation, % at 6.8 µM; 370,000 compounds, 1.8% hits; AID 687014;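 active = activation above a cutoff set at the mean of all screened compounds plus 3 SD, cut at about 10% in these data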;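 note: 0% = DMSO wells and 100% = sodium butyrate wells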
Active calls of the source: *; . = no result given. Rows were taken by chance. Share with any hit: about 6.6%.

SMILES	SMARCA2 act	DAX1 inh-1	hcDAF12 agonist	GC-B act	ssDAF-12 act	DAX1 inh-2	GC-A act	GAA850 FXN act	ADAM10 inh	HGIII-sPLA2 inh	hgDAF12 agonist
CN(C(=O)CSc1ncnc2sc3c(c12)CCC3)C1CCS(=O)(=O)C1 (stereo not given)	1.4	2.0	-1.7	-4.6	-1.9	0.2	-4.3	1.8	-14.1	11.2	2.2
Cc1nnc(SCCC(=O)Nc2ccc(F)cc2)s1	-0.9	-0.2	-0.9	-0.8	-1.1	-0.2	-3.2	-1.7	3.9	3.9	-0.7
COc1ccc(Cn2ccc(=O)c(Cc3c(Cl)cccc3Cl)c2C)cc1	-1.4	-0.4	-2.6	-11.0	-1.8	-0.3	-10.5	0.7	-11.0	-11.2	-1.0
CC(=O)NC1=NN(C(C)=O)C(C)(c2ccc(Cl)s2)S1 (stereo not given)	-4.4	-3.2	-1.6	0.9	-0.8	-2.5	-0.1	-7.7	1.8	2.2	1.5
COc1cc(OC)cc(C(=O)NN2CCCCC2)c1	2.0	-0.2	0.9	6.7	0.1	-0.5	0.9	0.7	1.4	-1.4	6.0
COc1ccccc1-c1nc(-c2ccccn2)no1	4.1	2.8	8.6*	-3.5	-0.3	-3.2	-0.8	-7.0	-25.4	2.8	7.8
Cc1nc(-c2ccncc2)sc1C(=O)Nc1ccc(Br)cc1	-3.5	-0.1	-0.5	2.1	-1.1	-1.8	4.1	-0.6	3.0	7.8	3.4
Cc1ccc(C2(C)NC(=O)N(CC(=O)Nc3ccccc3N3CCCCC3)C2=O)cc1 (stereo not given)	-2.5	-1.5	-0.9	-4.4	-1.4	-1.0	-5.5	0.8	12.9	-15.0	-2.5
CCc1c(C)nc2nc(SCc3ccccc3Cl)[nH]n2c1=O	-1.9	0.2	-1.2	-1.1	-1.0	3.7	-1.6	2.0	6.2	16.2	-1.7
N#Cc1c2n(cnc1=O)CCCCC2	2.2	0.8	0.4	6.1	-1.2	0.2	3.9	-0.2	1.1	-1.2	0.6
CC1CN(c2nn3c(=O)c4ccccc4nc3c3ccccc23)CC(C)O1 (stereo not given)	-0.6	-0.4	-1.7	-0.9	-1.6	-1.5	18.9	-3.2	-32.9	3.2	0.3
O=C1CCN(Cc2ccccc2)C(=O)N1c1ccccc1	-3.1	-0.2	-0.9	-1.2	-1.6	0.3	0.9	-0.7	13.6	3.3	1.9
O=S(=O)(/C=C/c1ccccc1)Nc1ccc(N2CCOCC2)cc1	0.2	-0.2	-0.8	-3.1	-1.2	0.1	-1.1	0.3	11.9	3.1	-3.6
CCOC(=O)/C(C#N)=N\Nc1ccc(S(=O)(=O)Nc2nc(C)cc(C)n2)cc1	0.3	-0.3	-0.3	0.3	-0.9	0.3	1.9	1.1	-4.0	6.2	0.1
O=C(c1ccc(F)cc1)N1CCOCC1	-1.1	0.1	0.1	-0.9	0.1	1.7	-0.2	-1.0	-1.2	-4.3	-1.7
O=C(CCC(=O)c1ccc(Oc2ccccc2)cc1)Nc1cccc(Cl)c1	2.6	-0.1	-1.1	2.6	-1.5	0.1	-1.3	0.1	-7.6	-3.5	0.3
CCc1nc2c(OCc3ccccc3C(=O)OC)cccn2c1N(C)C(=O)Nc1ccccc1OC	-0.4	-0.8	-1.9	-5.6	-1.4	.	-3.9	-0.5	-8.7	4.3	-6.1
O=C(Cn1nnc(-c2ccccc2)n1)NNC(=O)c1ccc(Br)cc1	-4.9	-0.3	0.4	-3.1	-1.0	-0.2	-0.9	-0.7	16.6	-16.0	-3.8
COc1ccc(N(CC(=O)Nc2cc(C)ccc2C)S(=O)(=O)c2c(C)nn(C)c2C)cc1	-3.1	1.0	1.3	-7.8	-1.2	0.5	0.6	-1.0	-2.1	-1.2	-0.7
CC1=C(C(=O)Nc2ccccc2)C(c2cccnc2)n2nc(-c3cccnc3)nc2N1 (stereo not given)	-2.3	0.2	-1.0	2.9	-0.9	0.1	-1.7	0.0	10.7	-1.2	0.1
COc1ccccc1CNC(=O)c1cc(-c2cc(F)ccc2OC(C)C)n[nH]1	-1.8	-1.0	-3.3	8.7	-0.8	.	12.8	0.5	13.3	-9.7	-6.1
COC(=O)Oc1cncc(C(=O)O)c1	0.4	-0.3	-2.1	5.5	-1.2	-0.1	1.6	0.4	-8.8	1.8	0.5
O=C1CCc2cc(S(=O)(=O)NC3CCCCC3)cc3c2N1CC3	-2.2	-1.2	0.0	-3.1	-0.7	0.2	-1.1	1.6	-13.1	6.0	-1.9
Cc1ccc(S(=O)(=O)N2CCN(C(=O)Cc3ccsc3)CC2)c(C)c1	2.6	1.9	-1.0	-2.6	-0.8	-0.2	3.6	0.5	1.2	-4.2	-0.9
Cc1cc(C)cc(NC(=O)C2CCCN2S(=O)(=O)c2ccc3c(c2)C(C)(C)C(=O)N3C)c1 (stereo not given)	0.1	-1.1	0.1	-7.2	-1.1	0.2	-2.4	0.0	-2.7	-5.2	-0.7
More entries follow.
SMILES	SMARCA2 act	DAX1 inh-1	hcDAF12 agonist	GC-B act	ssDAF-12 act	DAX1 inh-2	GC-A act	GAA850 FXN act	ADAM10 inh	HGIII-sPLA2 inh	hgDAF12 agonist
Cc1ccc(OCCC(=O)O)cc1	3.8	0.5	-2.7	-0.1	-1.2	3.1	9.3	-1.1	-5.9	-0.8	1.9
CC(=O)N1c2ccccc2NC2=C(C(=O)CCC2)C1c1ccc(F)cc1 (stereo not given)	-1.4	-0.6	-0.9	-1.6	-0.9	-0.3	2.5	-1.8	-5.2	-0.7	-0.8
CN(c1ccccc1)S(=O)(=O)c1cccc(NC(=O)CSc2ncc(C(F)(F)F)cc2Cl)c1	-4.2	0.0	-1.2	2.3	-1.1	-1.7	-2.1	3.2	19.8*	-10.5	-2.5
COc1ccc(/C=C/C(O)=C(\C#N)c2nnc(N3CCOCC3)n2-c2ccccc2)cc1OC	-0.6	0.0	2.2	7.2	-1.6	0.7	7.8	1.1	-38.3	-6.3	1.7
Cc1ccc(OC(=O)CCC(=O)N2CCc3ccccc32)cc1	-1.1	0.5	5.0	-2.4	0.0	0.1	1.3	1.5	-7.5	-1.1	0.1
Cc1ccc(C(=O)Nc2cc(C(C)C)c(O)c(C(C)C)c2)cc1	-2.6	0.4	0.8	-0.7	-1.4	0.0	-2.0	-0.3	-2.1	7.1	0.0
CC(=O)Nc1ccccc1C(=O)C(=O)Nc1cccc(C(=O)N2CC(C)CC(C)C2)c1 (stereo not given)	-0.4	-1.2	-1.7	-1.3	-1.5	-1.2	5.1	-1.0	1.8	-2.7	-2.1
COc1cc(SC)ccc1C(=O)NCc1ccc(C)cc1	-4.1	0.4	-0.6	-2.9	-1.4	0.8	2.1	6.8	3.2	-11.8	1.2
CC(NC(=O)C(=S)N1CCN(C)CC1)c1ccccc1 (stereo not given)	-0.4	0.1	-1.1	7.4	-1.9	0.2	-1.0	-0.5	-10.3	3.6	-0.1
COC(=O)c1cc2c(c3c4cc(F)ccc4n(C(=O)c4ccccc4)c13)C(=O)N(C1CCCCC1)C2	-3.8	-1.4	1.9	2.1	-0.7	.	-1.9	.	-19.1	5.6	-0.1
O=S(=O)(c1ccccc1)N1CCSC1c1ccco1 (stereo not given)	-0.8	1.0	-0.4	5.8	-1.4	-0.8	5.3	1.3	6.0	3.9	-2.0
COc1ccccc1N1CC(C)(C)C(=O)N(C(=O)c2c(F)cccc2Cl)C1=S	-4.9	0.5	-2.7	-4.8	-2.1	1.1	-1.7	2.5	5.3	-7.7	2.9
CC(C)c1ncc(CO)n1Cc1c(Cl)cccc1Cl	-7.3	-0.2	-1.9	-0.4	-1.2	0.9	2.6	-0.2	-14.4	-1.9	2.0
CNC(=O)c1ccsc1NC(=O)CS(=O)(=O)c1ccccc1	0.2	0.9	-1.4	1.2	-0.8	-1.4	2.6	0.1	-1.8	-2.6	-1.1
CCN(C(=O)Cn1cnc2c1c(=O)n(C)c(=O)n2C)C1CCS(=O)(=O)C1 (stereo not given)	0.8	-0.2	0.9	-0.3	-1.0	2.2	-0.7	1.1	-5.2	5.1	0.2
O=C(N/N=C1/CCSC1)c1cccc([N+](=O)[O-])c1	-1.7	0.1	-1.5	1.3	-0.7	0.2	8.3	1.1	-1.9	11.9	1.2
O=C1CNC(=O)/C1=C/c1ccc(O)cc1	0.0	-0.3	-2.4	-0.2	-1.4	-0.8	2.5	-0.3	-3.1	13.6	-0.1
CC1CCCCC1NC(=O)Cn1nnc2ccccc2c1=O (stereo not given)	-3.5	0.2	-1.0	-0.3	-0.5	1.0	-0.1	-0.6	0.5	1.7	-4.0
Cc1ccc(/C=N/Nc2ccc(Cl)c(C(=O)O)c2)s1	2.1	6.7*	19.1*	1.9	4.1*	-2.1	-1.9	2.2	7.0	-11.0	21.6*
O=C(CCCCCN1C(=O)C2C3C=CC(C3)C2C1=O)Nc1ccc2ncccc2c1 (stereo not given)	0.1	-2.9	0.9	-3.1	-1.0	.	3.1	.	-60.9	5.2	-0.2
CC(=O)C1=C(O)C(=O)N(c2ccc(C)cc2)C1c1ccc([N+](=O)[O-])cc1 (stereo not given)	0.1	-0.3	1.2	0.1	-1.9	1.9	-3.5	-1.1	6.6	-4.0	0.4
CC(C)C[C@@H](CN1CCC[C@H]1CN1C(=O)C(=O)NC[C@@H]1Cc1ccccc1)N1C[C@H](Cc2ccc(O)cc2)N(CCc2ccccc2)C(=O)C1=O	-4.5	0.9	-0.4	8.1	-0.4	.	6.9	.	-10.7	-8.3	-4.2
CC(C)C[C@H]1CNC(=O)C(=O)N1C[C@@H]1CCCN1C[C@H](CC(C)C)N1C[C@H](Cc2ccccc2)N(CCc2ccccc2)C(=O)C1=O	1.2	0.8	-0.2	2.4	-0.3	.	1.3	.	-10.5	-5.9	-0.1

Complete entries from above.
Listed for CN(c1ccccc1)S(=O)(=O)c1cccc(NC(=O)CSc2ncc(C(F)(F)F)cc2Cl)c1 : SMARCA2 act = -4.2; DAX1 inh-1 = 0.0; hcDAF12 agonist = -1.2; GC-B act = 2.3; ssDAF-12 act = -1.1; DAX1 inh-2 = -1.7; GC-A act = -2.1; GAA850 FXN act = 3.2; ADAM10 inh = 19.8*; HGIII-sPLA2 inh = -10.5; hgDAF12 agonist = -2.5
Listed for CC(=O)Nc1ccccc1C(=O)C(=O)Nc1cccc(C(=O)N2CC(C)CC(C)C2)c1 (stereo not given) : SMARCA2 act = -0.4; DAX1 inh-1 = -1.2; hcDAF12 agonist = -1.7; GC-B act = -1.3; ssDAF-12 act = -1.5; DAX1 inh-2 = -1.2; GC-A act = 5.1; GAA850 FXN act = -1.0; ADAM10 inh = 1.8; HGIII-sPLA2 inh = -2.7; hgDAF12 agonist = -2.1
Listed for CC(=O)N1c2ccccc2NC2=C(C(=O)CCC2)C1c1ccc(F)cc1 (stereo not given) : SMARCA2 act = -1.4; DAX1 inh-1 = -0.6; hcDAF12 agonist = -0.9; GC-B act = -1.6; ssDAF-12 act = -0.9; DAX1 inh-2 = -0.3; GC-A act = 2.5; GAA850 FXN act = -1.8; ADAM10 inh = -5.2; HGIII-sPLA2 inh = -0.7; hgDAF12 agonist = -0.8
